# Assay outcomes as filed in PubChem BioAssay.
# FEN1 inhibitor: blocks human flap endonuclease 1. P39748. Recombinant FEN1 flap cleavage, fluorescence, 15 min. Potency, µM (doses to about 114 µM), inactives show at the highest dose activity change, negative = inhibition, hits mostly inhibitors. 390,000 tested, 0.35% active; active means well fitted inhibition curve with a large enough effect; inconclusive means small, poorly fitted or top-dose-only effect; inactive means no such curve, though single readings can be large or run the other way; further: nearly all actives have a fitted effect of over 65% in size
# Target sequence (P39748 whole entry, looked up): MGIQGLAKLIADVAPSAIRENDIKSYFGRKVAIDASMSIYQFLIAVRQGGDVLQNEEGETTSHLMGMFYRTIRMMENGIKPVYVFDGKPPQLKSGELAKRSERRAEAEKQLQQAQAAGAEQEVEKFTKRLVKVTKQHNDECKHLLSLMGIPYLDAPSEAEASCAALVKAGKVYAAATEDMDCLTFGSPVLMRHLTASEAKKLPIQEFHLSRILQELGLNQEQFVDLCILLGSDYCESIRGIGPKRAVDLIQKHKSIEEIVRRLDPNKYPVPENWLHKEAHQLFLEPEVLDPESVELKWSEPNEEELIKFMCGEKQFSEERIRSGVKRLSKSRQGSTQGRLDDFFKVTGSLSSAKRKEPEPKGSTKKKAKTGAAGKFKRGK
#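 Potency values derive from four-parameter Hill fits of normalized qHTS data. The reaction used 10 nM FEN1 preincubated 15 min at room temperature with compound, then 50 nM DNA substrate, read at 0 and 15 min.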
# The depositor's hits bear a star; ? = inconclusive; & = joins results of further samples. On the % scale 0 is the no-effect control and ±100 the full control effect; potency means the concentration at half of the fitted maximal effect. A portion of the library; rates above refer to the full screens.
SMILES	FEN1 inhibitor
O=C(Cc1ccc(NC(=O)C2CCN(C(=O)C3CCCCC3)CC2)cc1)Nc1ccc(C(=O)N2CCOCC2)cc1	-21%
CC(C)[Si]1(C(C)C)OCC2OC(n3cnc4c(N)ncnc43)C(N)C2O[Si](C(C)C)(C(C)C)O1 (stereo not given)	?
O=C(Nc1ccccc1C(F)(F)F)c1nc(S(=O)(=O)Cc2ccccc2F)ncc1Cl	-25%
C=CCn1c(=O)/c(=C/c2ccc(Cl)cc2)s/c1=C(\C#N)c1nnc2n1CCCCC2	-23%
CN(Cc1ccccc1)C(=O)c1ccc(NC(=O)Cc2ccc(NC(=O)C3CCCN(C(=O)C4CC4)C3)cc2)cc1 (stereo not given)	8%
CC(Nc1nc(-c2ccc(F)cc2)cs1)c1nc2cc(C(F)(F)F)ccc2n1CCOCCO (stereo not given)	7%
Cc1ccc2[nH]c(O)c(N=Nc3ccccc3[N+](=O)[O-])c2c1	-12%
CN1C[C@@H]2[C@@H]3C(=O)N(C)C(=O)[C@@H]3[C@](C)(C1=O)N2C(=O)c1ccc(Br)cc1	16%
c1ccc(-c2cc(-c3nc(-c4ccccn4)no3)c3ccccc3n2)cc1	-9%
CC(O)[C@H]1CN=C(N)N1CC1CCCCC1 (stereo not given in full)	-17%
CN(C)c1nc2c(N)ncnc2n1C1OC(CO)C(O)C1O (stereo not given)	3%
COc1ccc(-c2csc(NC(C)c3nc4cc(C(=O)NCCCO)ccc4n3Cc3ccc(C)cc3)n2)cc1 (stereo not given)	-14%
CC1(C)c2[nH]c3ccccc3c2C[C@@H]2C(=O)N(Cc3ccc(F)cc3)C(=O)N21	-3%
CNc1ncnc(NC)c1[N+](=O)[O-]	2%
Cc1ccc(N2CCN(C(=O)c3cn(CC4CCCCC4)nn3)C(C)C2)cc1 (stereo not given)	-1%
CC(O)COCC1OC2OC3C(COCC(C)O)OC(OC4C(COCC(C)O)OC(OC5C(COCC(C)O)OC(OC6C(COCC(C)O)OC(OC7C(COCC(C)O)OC(OC8C(COCC(C)O)OC(OC1C(OCC(C)O)C2OCC(C)O)C(OCC(C)O)C8OCC(C)O)C(OCC(C)O)C7OCC(C)O)C(OCC(C)O)C6OCC(C)O)C(OCC(C)O)C5OCC(C)O)C(OCC(C)O)C4OCC(C)O)C(OCC(C)O)C3OCC(C)O (stereo not given)	15%
CCCSc1ncc(Cl)c(C(=O)Nc2sc3c(c2C(=O)NCCCOC)CCCC3)n1	-24%
CN(C)c1ccc(C=c2c3ccccc3n3c2c2c([n+]3C)CCCC2)cc1	22µM*
c1ccc(CN=C(NCc2ccccc2)NCc2ccccc2)cc1	-10%
Cc1cccc(NC(=O)COC(=O)C(NC(=O)c2cccc(S(=O)(=O)N3CCOCC3)c2)C(C)C)c1 (stereo not given)	3%
O=C(O)c1ccc(NN=Cc2cc(=O)[nH]c(=O)[nH]2)cc1	-15%
Cc1noc(NS(=O)(=O)c2ccc(NC(=O)c3cccc(S(=O)(=O)N(C)c4ccccc4)c3)cc2)c1C	-8%
S=C(c1cccs1)N1CCN(c2ccccc2)CC1	-11%
O=C1C=CC(=O)N1CCCCCCCCCCN1C(=O)C=CC1=O	11%
N=C(N)SCc1ccc(Cl)c2ccccc12	-2%
CN(C(=O)c1ccc(NC(=O)Cc2ccc(NC(=O)C3CCCN(S(=O)(=O)c4cccc([N+](=O)[O-])c4)C3)cc2)cc1)C1CCCC1 (stereo not given)	13%
CN1C[C@H]2CON(C)[C@H]2C[C@H]1c1cccc(-c2ccc(C#N)cc2)c1	13%
COc1cc(CNC(=O)c2cc3ccccc3oc2=O)cc(OC)c1OC	-6%
O=C(COc1ccc2ccccc2c1)Nc1ccc(O)c(-c2nc3ccccc3o2)c1	-1%
c1ccc(NN=C2c3ccccc3-c3ccccc32)cc1	-7%
Nc1cc(OCc2ccccc2)ccc1OCc1ccccc1	-20%
O=c1cc(CCc2ccccc2)oc2cccc(O)c12	-20%
O/N=C(/CBr)c1ccc2ccccc2c1	-5%
CC(C)C[C@H]1COCCS(=O)(=O)N1Cc1ccc(Cl)c(Cl)c1	-22%
Cc1cc(Cl)ccc1OCC(=O)Nc1cccc(-c2nc3ccccc3o2)c1	0%
COc1ccc2oc(N)nc2c1	7%
Nc1nc[nH]c(=O)c1N	6%
CC(C)(COC(=O)C(c1ccccc1)c1ccccc1)CN1CCOCC1	-19%
CCCC(=O)NC1CCc2cc(OC)c(OC)c(OC)c2-c2ccc(OC)c(=O)cc21 (stereo not given)	2%
C(=Nc1cnc2ccccc2c1)c1cccnc1	1%
Cc1ccc(NC(=O)Nc2ccccc2)nc1	-12%
CCn1nnnc1Sc1nc(C)nc2scc(-c3ccccc3)c12	-2%
O=C1C=CC(=O)C(CNc2ccc(C(=O)OCc3ccccc3)cc2)=C1	-19%
CCc1nnc(NC(=O)CCC2CCCCC2)s1	11%
CCN(CC)S(=O)(=O)c1cccc(C(=O)NCCc2ccccc2)c1	1%
COc1ccc(-c2c(-c3cccc(C)c3)oc3ccc(-c4ccc5c(c4)OCO5)cc23)cn1	-1%
CN(C(=O)c1cccc(NC(=O)Cc2cccc(NC(=O)C3CCCN(C(=O)C4CCCC4)C3)c2)c1)C1CCC1 (stereo not given)	26%
CCN1CCN(c2ccc(S(=O)(=O)N3CCOCC3)cc2NC(=O)C2CCC(C(C)(C)C)CC2)CC1 (stereo not given)	7%
CN(C)Cc1ccc(-c2nc3cccc4c3n2CCNC4=O)cc1	-2%
O=S(=O)(/C=C/C=C/S(=O)(=O)c1ccccc1)c1ccccc1	-2%
CC1=NN(CCc2ccccn2)C(=O)CC1	2%
CCSc1nnc(NC(=O)CCC2CCCCC2)s1	12%
CCN1C[C@@H]2[C@@H]3C(=O)N(Cc4ccccc4)C(=O)[C@@H]3[C@](C)(C1=O)N2C(=O)c1ccc(C)cc1	-7%
CCOC(=O)C1(C(N)=O)OC1(c1ccc(Cl)cc1)c1ccccc1Cl (stereo not given)	-4%
COC(=O)Cc1cc(=O)n2c(nc3ccccc32)[nH]1	-7%
COc1ccccc1C=NN1CCCCCC1	-5%
Cc1cc2c(SCC(=O)Nc3cccc(O)c3)ncnc2s1	45µM*
COc1cccc(NCc2nnc(SC(C(=O)N(C)C)c3ccccc3)n2C2CCCCC2)c1 (stereo not given)	-9%
CC(=O)c1cc(CN2CCC(C(=O)Nc3ccc(-n4nc(C)cc4C)cc3)CC2)cs1	5%
CCCCNC(=O)[C@@H]1CC=C[C@@H]2CCN(Cc3ccc(Cl)c(Cl)c3)C(=O)[C@@H]21	-1%&9%

# Going on with the list.
SMILES	FEN1 inhibitor
CC(C)(C)c1ccc(C(=O)NCc2ccco2)cc1	-5%
CCCCCCCCCCCC[n+]1ccc(C)c2ccccc21	35µM*
Cc1nc2ccccc2nc1/C=C/c1ccc(N(C)C)cc1	?
O=C(O)c1ccc2cc(-c3ccccc3)[nH]c2c1	14%
Cc1ccc(S(=O)(=O)SC/C=C/CSS(=O)(=O)c2ccc(C)cc2)cc1	-11%
COC(C)c1oc2c(C)c3oc(=O)cc(C)c3cc2c1C (stereo not given)	-16%
OCCCn1c(C2CCCN2c2nc(-c3ccc(F)cc3)cs2)nc2cc(Cl)c(N3CCCCC3)cc21 (stereo not given)	4%
O=C(CCCCn1ccc(=O)[nH]c1=O)Nc1ccc(O)c(C(=O)O)c1	-1%
CCOc1ccc(CCN2C(=S)N([C@@H](CC(C)C)CN3CCCC3CN3C(=S)NC[C@@H]3CC(C)C)C[C@@H]2Cc2ccc(O)cc2)cc1 (stereo not given in full)	?
CC(C)C[C@@H](CNCC(=O)[C@H](Cc1c[nH]c2ccccc12)NC(=O)c1[nH]cnc1C(=O)N[C@@H](C)CN)NC(=O)c1nc[nH]c1C(=O)N[C@@H](Cc1ccccc1)C(=O)O	11%
COC(C[C@H]1O[C@@H]1C(=O)[C@H](C)OCc1ccccc1)OC	-11%
CC(=O)Nc1ccc2c(c1)Cc1cc(N3C(=O)C=CC3=O)ccc1-2	?
CC(C)c1ccc(Nc2nc(Nc3ccc(Cl)cc3)nc(N3CCOCC3)n2)cc1	-16%
O=C(c1cc(-c2ccccc2)nn1CC1CC(c2cccnc2)=NO1)N1CCOCC1 (stereo not given)	-4%
C=C(CC[C@]12OC(C(=O)O)C(O)(C(=O)O)C(C(=O)O)(O1)C(OC(=O)/C=C/[C@@H](C)C[C@@H](C)CC)C2O)[C@@H](OC(C)=O)[C@H](C)Cc1ccccc1 (stereo not given in full)	-1%
COc1cc2c(NC3CCN(C)CC3)nc(N3CCCN(C)CC3)nc2cc1OCC1CCNCC1	10µM*
Cn1c(N2CCOCC2)nc2c1c(=O)n(Cc1ccc(Cl)cc1)c(=O)n2C	1%
OC(COc1ccc(Cl)cc1)CN1CCN(c2ccccn2)CC1 (stereo not given)	5%
O=[N+]([O-])c1ccc(O)c(C=NNc2ccc(S(=O)(=O)O)cc2)c1	-2%
O=C(N/N=C/c1ccc(OC(=O)c2ccco2)cc1)c1ccc[n+]([O-])c1	-4%
Cc1ccc(C)c(S(=O)(=O)N(C)c2ccc(OC(=O)C3CCN(C(=O)c4ccc(F)cc4)CC3)cc2)c1	-3%
Clc1ccc(-n2nnnc2Sc2ncnc3sccc23)cc1	9%
C=CCSc1nc(N)c(NC(=O)c2ccco2)c(=O)[nH]1	18%
CCOc1ccccc1NC(=S)C(=C([O-])c1ccc2c(c1)OCCO2)[n+]1ccc(CC)cc1	13%

# The listing continues.
Compound | FEN1 inhibitor
CCCN(CC(=O)Nc1ccccc1C)C(=O)C1CCN(S(=O)(=O)c2ccc3c(c2)OCCO3)CC1 | -19%
O=[N+]([O-])c1cc(Cl)ccc1Nc1nc(Nc2ccc(Cl)cc2[N+](=O)[O-])nc(N2CCOCC2)n1 | 0%
COc1cc(/C=C/c2ccc3ccccc3n2)cc(OC)c1OC | ?
CN1CCN(S(=O)(=O)c2cccc(C(=O)Nc3ccc(Br)cc3Br)c2)CC1 | -5%
Cc1ccc2nc(N3CCN(C(=O)c4ccccc4F)CC3)c(C#N)cc2c1 | -1%
O=C(NCCc1nc(-c2ccccc2)no1)c1ccco1 | -9%
CCC/C(=N/NC(=O)c1nnn(-c2nonc2N)c1CN1CCCCC1)c1ccccc1 | 2%
CSC1=Nc2sc3c(c2C2=NCCN12)CC(C)(C)OC3 | 13%
CC1Cc2ccccc2N1C(=O)CSc1nc2c(c(=O)n(C)c(=O)n2C)n1Cc1ccc(F)cc1 (stereo not given) | 3%
CCCCn1c2c(cc(C(=O)OC)c1=O)C(=O)CCC2 | 15%
Cc1cc(=O)c(C(=O)c2ccccc2)c(C)o1 | -2%
Nc1c(Cl)cc2c(c1Br)Cc1ccccc1-2 | 1%
CN(C(=O)c1cccc(NC(=O)Cc2ccc(NC(=O)C3CCN(C(=O)C4CC4)CC3)cc2)c1)C1CCC1 | -18%
CN(C(=O)c1cc2c(=O)n3ccccc3nc2s1)C1CCCCC1 | -4%
CCOC(=O)N1CCN(C(=O)C2CCN(C(=O)c3ccccc3C)CC2)CC1 | ?
CC(=O)Nc1c(O)c2cccc3c2n(c1=O)CCC3 | ?
O=C(CCCCCCCC(=O)N1CCCCCC1)N1CCCCCC1 | -18%
CCCCCCCNc1ccc(/C=C/c2ccnc3ccccc23)cc1 | ?
O=C(c1ccc(F)cc1)C1CCN(C(=O)c2ccc(Cl)cc2)CC1 | 10%
N#CC(=C(O)COC(=O)CCC1CCCCC1)c1nc2ccccc2[nH]1 | 10%
Nc1ccc2nc(-c3ccccc3)cnc2c1 | -4%
O=C1CCC[C@@H]2CC(N(Cc3cc4ccccc4s3)c3ccccc3)C[C@@H]3CCN1[C@H]23 (stereo not given in full) | -16%
CN(Cc1ccccc1)c1ccc(/C=C/c2sc3ccccc3[n+]2C)cc1 | 40µM*
O=C(NCC1CCCO1)c1ccc2c(c1)S(=O)(=O)c1ccccc1C2=O (stereo not given) | -8%
CCOC(=O)C1=C(N)n2c(s/c(=C\c3cccnc3)c2=O)=C(C(=O)OC)C1c1cccnc1 (stereo not given) | 2%
CC12CCC(C(S(=O)(=O)Nc3ccccc3)C1=O)C2(C)C (stereo not given) | -12%
O=[N+]([O-])c1ccc(Oc2ncccn2)cc1 | -12%
Cc1ccc(CN2CCN(c3ccccc3Cl)CC2)o1 | 0%
Cc1ccc(S(=O)(=O)N2CCN(C(=O)COC(=O)CCOc3cc(C)ccc3C)CC2)c(C)c1 | -11%
Cc1cc(NC(=O)NC(=O)c2ccccc2NC(=O)CN)ccc1Oc1ncc(Br)cn1 | -24%
Cc1oc2ccc(O)cc2c1C(=O)c1ccc(F)cc1 | -4%
CCOc1nc(C#N)nc(N2CCOCC2)n1 | -14%

# Of the compounds above, these contain an NH in an aromatic ring:
Compound | FEN1 inhibitor
Cc1ccc2[nH]c(O)c(N=Nc3ccccc3[N+](=O)[O-])c2c1 | -12%
CC1(C)c2[nH]c3ccccc3c2C[C@@H]2C(=O)N(Cc3ccc(F)cc3)C(=O)N21 | -3%
O=C(O)c1ccc(NN=Cc2cc(=O)[nH]c(=O)[nH]2)cc1 | -15%
Nc1nc[nH]c(=O)c1N | 6%
COC(=O)Cc1cc(=O)n2c(nc3ccccc32)[nH]1 | -7%
O=C(O)c1ccc2cc(-c3ccccc3)[nH]c2c1 | 14%
O=C(CCCCn1ccc(=O)[nH]c1=O)Nc1ccc(O)c(C(=O)O)c1 | -1%
CC(C)C[C@@H](CNCC(=O)[C@H](Cc1c[nH]c2ccccc12)NC(=O)c1[nH]cnc1C(=O)N[C@@H](C)CN)NC(=O)c1nc[nH]c1C(=O)N[C@@H](Cc1ccccc1)C(=O)O | 11%
C=CCSc1nc(N)c(NC(=O)c2ccco2)c(=O)[nH]1 | 18%
N#CC(=C(O)COC(=O)CCC1CCCCC1)c1nc2ccccc2[nH]1 | 10%
